Screening data: PubChem, National Center for Advancing Translational Sciences (NCATS)
RXFP1 antag = blocks the human relaxin receptor RXFP1; Q9HBX9; HEK293-RXFP1, relaxin-stimulated cAMP HTRF, 30 min; stronger effect = lower value; activity change, negative = inhibition, % at 57.5 µM; 350,000 compounds, 0.59% hits; AID 1259400;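 active = activity change of -60% or lower, but not beyond a set lower limit; inconclusive = change between -60% and -40%, or beyond the set limit; inactive = change above -40%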; also: % is scaled to controls: 0 for no effect and ±100 for the full control effect
Target sequence (Q9HBX9 whole entry, looked up): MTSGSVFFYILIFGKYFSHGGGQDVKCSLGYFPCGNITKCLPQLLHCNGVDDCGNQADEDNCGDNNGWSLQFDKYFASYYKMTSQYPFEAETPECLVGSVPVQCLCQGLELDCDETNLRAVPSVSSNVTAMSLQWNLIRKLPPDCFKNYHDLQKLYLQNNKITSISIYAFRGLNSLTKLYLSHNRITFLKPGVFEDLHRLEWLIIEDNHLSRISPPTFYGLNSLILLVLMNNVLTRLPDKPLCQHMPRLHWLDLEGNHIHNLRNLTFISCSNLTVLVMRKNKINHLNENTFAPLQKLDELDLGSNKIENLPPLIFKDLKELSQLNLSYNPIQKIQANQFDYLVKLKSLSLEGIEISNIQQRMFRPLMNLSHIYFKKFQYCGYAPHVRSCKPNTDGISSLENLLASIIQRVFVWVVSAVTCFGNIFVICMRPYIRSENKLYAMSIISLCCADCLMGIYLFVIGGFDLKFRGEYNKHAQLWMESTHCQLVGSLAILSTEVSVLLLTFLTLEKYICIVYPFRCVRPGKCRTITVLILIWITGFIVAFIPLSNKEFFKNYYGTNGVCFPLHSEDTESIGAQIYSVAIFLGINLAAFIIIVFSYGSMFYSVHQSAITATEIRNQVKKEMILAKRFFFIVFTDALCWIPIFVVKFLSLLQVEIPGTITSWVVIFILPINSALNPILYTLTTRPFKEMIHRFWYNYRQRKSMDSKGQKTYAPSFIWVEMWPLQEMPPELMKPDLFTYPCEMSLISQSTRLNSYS
D1 PAM = enhances dopamine response at the human D1 receptor; P21728; HEK293 TREx D1 cells, calcium flux, dopamine EC20 potentiation; potentiation, % at 10 µM; 360,000 compounds, 0.036% hits; AID 504651; in the data active = potentiation above about 30%; also: 0% is about no effect
D1 antagonist = antagonists of human D1 dopamine receptor; P21728; HEK293 TREx D1 cells, calcium flux, dopamine EC80; stronger effect = lower value; activity change, negative = inhibition, % at 10 µM; 360,000 compounds, 3.2% hits; AID 504652; in the data active = activity change below about -30%; also: % is scaled to controls: 0 for no effect and ±100 for the full control effect
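Inducible Hek293 Trex D1 cells (tetracycline, overnight, 30 C). Calcium dye 30–90 min RT. Antagonist mode: EC80 dopamine added after 180 s compound read.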
D2 antag = D2 dopamine receptor (human) antagonism; P14416; HEK293 TREx D2 cells, calcium flux, dopamine EC80; inhibition, % at 10 µM; 340,000 compounds, 2% hits; in the data active = inhibition above about 30%; also: 0% is about no effect
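Tetracycline-induced HEK293 T-REx cells expressing D2 force-coupled to calcium signalling were dye-loaded, exposed to compound for 180 s, then challenged with an EC80 of dopamine; calcium flux was followed kinetically for a further 180 s.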
D1 ag = activates the human D1 dopamine receptor; HEK293 T-REx D1 cells, calcium flux, agonist mode; activation, % at 2 µM; 360,000 compounds, 1% hits; AID 504660; in the data active = activation above about 30%; also: 0% is about no effect
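Tetracycline-induced HEK293 TREx D1 cells, force-coupled to calcium signalling, were dye-loaded with a no-wash calcium kit. Compound was pin-added after a 10 s baseline. Fluorescence was read kinetically at 1 cycle/s for 180 s, with calcium rises flagged as agonism.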
D2 ag = agonists of human D2 dopamine receptor; P14416; HEK293 T-REx D2 cells, calcium flux agonist mode; activation, % at 2 µM; 340,000 compounds, 0.53% hits;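 active = activation over 3 SD above normal in the single-dose calcium agonist read, cut at about 30% in these data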; also: 0% is about no effect
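Agonism is scored from calcium flux in a force-coupled, inducible HEK293 cell line expressing D2, read kinetically for 180 s after compound addition against dopamine controls.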
D2 potentiator = positively modulates the human D2 dopamine receptor allosterically | potentiation, % at 10 µM | P14416 | HEK293 T-REx D2, calcium flux, EC20 dopamine potentiation | 340,000 compounds, 0.34% hits;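 active = potentiation over 3 SD above the plate norm, cut at about 30% in these data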; also: 0% is about no effect
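Potentiation of an EC20 dopamine calcium response is measured in a force-coupled, tetracycline-inducible Hek293 Trex D2 line. Compound-only kinetic reads over 180 s flag agonists before dopamine addition.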
TRHR PAM = allosterically enhances the human TRH receptor | P34981 | TRHR cells, fluo-8 calcium fluorescence, EC20 TRH enhancement | enhancement, % at 2 µM | 360,000 compounds, 0.66% hits; in the data active = enhancement above about 30%; also: 0% is about no effect
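TRHR-expressing cells loaded with fluo-8 calcium dye were read kinetically (ex 480/em 530) during compound addition, then stimulated with an EC20 of TRH (10 nM final). Enhancement of the Gq-mediated intracellular calcium response was scored.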
RXFP1 ag = activates the human relaxin receptor RXFP1 | Potency, µM (doses to about 57.5 µM), for the others: top-dose activation, most hits filed as activators | 370,000 compounds, 0.3% hits | Q9HBX9 | HEK293T-RXFP1 cAMP TR-FRET, 30 min; response scale: percent of porcine relaxin response, buffer zero | AID 2676; active = well fitted activation curve with a large enough effect; inconclusive = small, poorly fitted or top-dose-only effect; also: potency is read from the fitted curve at half-maximal effect; % is scaled to controls: 0 for no effect and ±100 for the full control effect; nearly all actives have a fitted effect of over 60% in size; many of its hits are not listed in these tables
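HEK293 cells stably expressing RXFP1, treated 30 min at 37C with compounds plus PDE4 inhibitor Ro 20174; cAMP measured by HTRF TR-FRET. Normalized to buffer and 29 nM porcine relaxin; EC50 by Hill fit.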
Numbers without * were called inactive; ? = inconclusive; . = no result given. An excerpt. The share of hits here may be higher or lower than overall.

SMILES	RXFP1 antag	D1 PAM	D1 antagonist	D2 antag	D1 ag	D2 ag	D2 potentiator	TRHR PAM	RXFP1 ag
CCCCn1c(N)c(N(CC(C)C)C(=O)CSCc2ccc(Cl)c(Cl)c2)c(=O)[nH]c1=O	-11.3	2.5	0.5	-8.1	-0.3	0.3	-8.1	-8.6	0.5%
O=C(NCc1ccco1)c1ccc2c(c1)CCO2	-1.1	2.4	5.9	3.3	4.1	0.9	14.1	16.8	-1.5%
Cc1nn(Cc2ccccc2)c(C)c1NC(=O)CSc1nc(-c2ccccc2)nc2c1cnn2-c1ccccc1	-10.0	-2.6	-10.4	7.4	3.5	-0.1	-9.1	-1.6	3.6%
Cc1cccc(-n2cc(CNCCc3nc(C)cc(C)n3)c(-c3cccc(F)c3)n2)c1	-13.4	5.8	9.1	-4.1	8.5	-1.2	-19.0	-3.6	1.4%
Cc1ccccc1Cn1nc(C)c(NC(=O)c2sc3ccccc3c2Cl)c1C	-2.6	1.0	-2.4	5.2	2.0	0.6	5.7	-3.0	1.2%
O=C(c1cccc([N+](=O)[O-])c1)N1CCCN(C(=O)c2cccc([N+](=O)[O-])c2)CC1	21.8	7.0	6.7	-14.3	3.9	0.3	-3.2	-0.6	?
O=c1c2cc3c(cc2nc2sc(Nc4ccccc4)nn12)OCO3	.	1.6	-5.6	.	1.5	0.3	7.6	2.4	1.6%
O=C(Nc1ccc(F)cc1F)NC1CC(=O)N(Cc2ccccc2)C1 (configuration not stated)	9.7	1.1	5.6	6.4	4.9	0.5	-20.4	-4.2	1.4%
Cc1cccc(C)c1OCC(=O)N/N=C/c1cccn1C	22.4	-7.8	-16.1	-9.8	-2.4	0.5	-0.1	0.5	0.7%
COc1ccc(-c2cc(C(=O)NCc3cc(OC)c(OC)c(OC)c3)[nH]n2)cc1	-11.4	-2.0	-10.2	.	-1.1	-0.4	2.4	1.2	0.0%
Cc1occc1C(=O)Nc1ccc2c(c1)OCCO2	2.7	-3.6	2.1	-6.0	7.2	-0.2	18.5	2.3	1.6%
O=C(Nc1cccc2ccccc12)C1CCN(C(=O)Cc2ccccc2)CC1	-7.5	-11.8	-23.6	-14.3	2.5	0.3	-10.0	-5.8	-2.0%
CCOC(=O)c1ccc(NC(=O)c2cc3sccc3n2Cc2ccc(Cl)cc2)cc1	.	-0.7	-25.0	.	2.7	.	0.8	22.7	19.9%
O=C(COc1ccc(Cl)cc1Cl)Nc1cccc(-c2ccc(N3CCOCC3)nn2)c1	-0.6	6.3	-1.5	13.3	6.8	0.3	3.4	9.7	6.5%
NC(=O)C1CCN(CC(=O)Nc2cccc(C(=O)Nc3cccc(C(F)(F)F)c3)c2)CC1	-2.9	-3.9	-2.9	11.3	0.7	1.0	-7.9	-2.3	-0.7%
COc1ccc(N2CCN(C3CCCN(C(=O)C4=C(C)OCCO4)C3)CC2)cc1 (configuration not stated)	-1.8	-2.3	0.4	-2.1	2.1	0.2	6.5	4.0	-0.6%
Cc1ccccc1Cn1c(=O)n(CCc2ccccc2)c(=O)c2sc3ccccc3c21	.	0.4	-2.4	.	6.9	-1.0	27.1	11.9	0.3%
O=C(Cc1cccs1)N1CCN(c2ccccn2)CC1	-15.1	-5.0	-13.0	.	2.6	.	21.3	5.9	0.8%
O=C(CN1CCCCC1)NCC1(c2ccccc2)CCCC1	-2.8	-1.2	5.5	0.9	-0.3	0.4	13.5	24.1	0.2%
CCc1nnc(NC(=O)CCC(=O)N2CCN(Cc3ccc(OC)c(F)c3)CC2)s1	0.0	-3.5	-0.4	-6.0	3.4	-0.1	-0.3	0.9	1.6%
COc1ccccc1S(=O)(=O)Cc1ccc(C(=O)NCc2ccc(Cl)cc2)o1	.	0.2	8.5	.	2.2	.	-0.3	-2.7	2.6%
O=C(COC(=O)c1cccs1)Nc1ccc(S(=O)(=O)N2CCOCC2)cc1	3.9	-5.6	0.3	26.4	0.2	0.0	-6.7	-2.5	0.6%
c1ccc2c(CN3CCSCC3)cccc2c1	-8.4	7.8	0.3	0.3	1.9	0.6	6.6	-3.3	-2.2%
COc1cccc(OCC(=O)O/N=C(\N)c2ccncc2)c1	9.1	.	-13.6	-1.4	4.8	-1.9	1.0	8.4	2.0%
COc1ccc(-c2ccc3c(c2)S(=O)(=O)c2cccc(C(=O)NCc4ccccc4Cl)c2C3=O)cc1OC	.	-2.3	-11.6	2.9	0.7	0.3	-8.3	-9.9	0.9%

By substructure, the entries above containing an NH in an aromatic ring
SMILES	RXFP1 antag	D1 PAM	D1 antagonist	D2 antag	D1 ag	D2 ag	D2 potentiator	TRHR PAM	RXFP1 ag
CCCCn1c(N)c(N(CC(C)C)C(=O)CSCc2ccc(Cl)c(Cl)c2)c(=O)[nH]c1=O	-11.3	2.5	0.5	-8.1	-0.3	0.3	-8.1	-8.6	0.5%
COc1ccc(-c2cc(C(=O)NCc3cc(OC)c(OC)c(OC)c3)[nH]n2)cc1	-11.4	-2.0	-10.2	.	-1.1	-0.4	2.4	1.2	0.0%

Going on with the list:
SMILES	RXFP1 antag	D1 PAM	D1 antagonist	D2 antag	D1 ag	D2 ag	D2 potentiator	TRHR PAM	RXFP1 ag
O=C(c1ccc(S(=O)(=O)NCC2CCCO2)cc1)N1CCN(c2cccc(Cl)c2)CC1 (configuration not stated)	.	-9.2	-24.8	8.1	12.3	0.3	3.0	-2.5	-1.4%
COc1cc(CCC(=O)NCc2ccc(Cl)cc2)cc(OC)c1OC	8.1	8.1	-1.7	10.0	0.6	-1.6	5.5	-8.3	2.2%
O=C(NCc1ccc2c(c1)OCO2)C1CCCCC1	1.2	0.3	9.5	-3.8	1.4	0.1	2.9	1.7	2.9%
O=C(NCc1cccc(C(F)(F)F)c1)c1cccc(S(=O)(=O)NCc2ccccc2)c1	-16.2	-0.6	-9.0	-2.1	3.8	1.6	-5.8	-2.9	1.5%
CCOC(=O)C1CSC(CC(=O)Nc2ccc(Cl)c(Cl)c2)C(=O)N1 (configuration not stated)	12.0	-8.7	-32.0*	-5.5	20.2	0.6	-7.4	12.7	-0.8%
O=C(Cc1ccc(S(=O)(=O)N2CCOCC2)s1)N1CCN(S(=O)(=O)c2ccc(Cl)cc2)CC1	2.1	-4.6	-26.8	-5.4	7.1	4.8	-4.0	-3.2	1.4%
Cc1nc(-n2nc(C)c(Cc3ccc(Cl)cc3)c2C)sc1C(=O)N1CCCCC1C (configuration not stated)	5.9	0.8	-3.4	.	2.4	.	-8.8	-0.1	-2.1%
CCC(=O)Nc1nnc(S(=O)(=O)N(C)Cc2ccccc2)s1	-25.7	0.9	6.6	.	2.6	2.6	-0.6	-2.3	?
Cc1nn(C)c(C)c1/C=N/NC(=O)CCn1cc([N+](=O)[O-])cn1	4.4	-3.5	-2.6	32.0*	0.5	0.0	6.0	-2.7	5.7%
O=C(CSc1nc2ccccc2n1Cc1ccccc1)N1CCN(c2ccc(F)cc2)CC1	-0.9	-0.8	12.0	.	0.4	0.1	-7.1	-4.1	-1.6%
C[N+](C)(C)CCNC(=O)c1c(O)c2c([nH]c1=O)CCCC2	1.9	-5.8	-1.4	3.5	3.5	-0.4	13.8	6.7	1.3%
CC1=NN(c2ccc(C)c(C)c2)C(=O)C1C(c1cccc(O)c1)C1C(=O)N(c2ccc(C)c(C)c2)N=C1C (configuration not stated)	-11.2	0.8	-2.4	-12.7	18.4	0.6	4.8	-0.5	1.6%
Cc1ccc(-c2noc(CCCC(=O)NC3CCCC3)n2)cc1	-21.2	.	-13.0	-1.5	15.0	-2.4	2.0	-0.6	-0.4%
O=C(Nc1ccccc1)OCCNC(=O)c1cccc(Cl)c1	-1.8	-4.8	-11.0	17.2	2.3	0.1	1.1	-1.4	1.0%
Cc1c(C2=CCN(S(=O)(=O)c3ccc(Cl)cc3)CC2)c2ccccc2n1CC(=O)N1CCCC1	-10.2	5.5	21.8	.	8.8	.	5.4	-1.7	-2.1%
O=C(O)c1cccc(OS(=O)(=O)c2cc(Br)ccc2Br)c1	-4.3	-1.9	34.9	14.8	1.4	-0.5	2.9	-8.0	-0.3%
CN1C(=O)CC(NNC(=O)c2ccccc2)C1=O (configuration not stated)	4.4	5.1	-9.1	5.5	0.7	0.4	-5.0	2.7	0.4%
Cc1ccccc1NC(=O)c1ccc(CSc2ncccn2)cc1	16.9	-1.4	2.8	4.5	1.1	-1.2	-3.8	-3.0	1.2%
COC(=O)C1=NN(C(=O)c2ccc(Cl)cc2)C(O)(c2ccccc2)C1 (configuration not stated)	11.7	-3.5	3.2	-14.4	30.0*	3.9	6.9	-5.8	0.3%
N#CC1=C(N)C2=C(N3CCCCC3)CCCC2C1(C#N)C#N (configuration not stated)	2.0	-4.3	2.3	-14.7	0.1	0.9	16.6	3.3	-1.3%
CCC(C)NC(=O)c1cccc(C)c1 (configuration not stated)	-6.8	-1.3	-1.0	-22.0	0.6	0.6	9.1	-4.2	2.6%
CC(C)(C)c1ccc(C(=O)NC(=S)Nn2cnnc2)cc1	-6.8	-3.6	-32.0*	-5.9	1.7	0.5	8.5	3.4	-0.3%
Cc1cc(NC(=O)C2CC(=O)N(c3cccc(Cl)c3)C2)no1 (configuration not stated)	9.7	-7.7	-10.1	14.3	4.0	3.4	.	0.2	13.3%
CNC(=O)c1nnsc1S(=O)(=O)c1ccc(Cl)cc1	-82.8*	-6.2	-8.0	-15.2	3.7	0.9	15.4	4.8	-2.8%
Cc1cc2nc(-c3ccc(=O)[nH]c3)n(C)c2cc1C	-6.6	-2.1	1.2	-13.8	0.9	-1.3	-0.1	5.2	4.1%
Additional structures follow:
SMILES	RXFP1 antag	D1 PAM	D1 antagonist	D2 antag	D1 ag	D2 ag	D2 potentiator	TRHR PAM	RXFP1 ag
NC(=O)c1ccc(NC(=O)CSc2nnc(-c3ccc4c(c3)OCO4)o2)cc1	-0.2	-8.2	-13.4	.	0.6	.	.	-1.3	18.7%
COc1ccc(O)c(C2(O)C(=O)c3ccccc3C2=O)c1	10.7	-12.3	9.0	.	0.2	.	0.7	8.4	-0.6%
COc1ccc(NC(=S)N/N=C/c2cccn2Cc2ccccc2F)cc1	-21.5	3.0	-0.5	-2.3	1.3	0.0	11.7	3.1	0.8%
CC(C)c1ccc(C(=O)Nc2ccc(-c3nc4ccccc4s3)c(Cl)c2)cc1	-4.0	-5.7	-11.4	.	7.0	-0.5	-2.6	-6.5	10.6%
CC(=O)NC(=O)COC(=O)/C=C/c1c(C)nn(Cc2c(Cl)cccc2Cl)c1Cl	-11.2	1.2	.	12.8	-2.1	-0.3	27.1	4.8	0.7%
CCn1c(SCC(=O)NCC2CCCO2)nc2cc(S(=O)(=O)N3CCCCC3)ccc21 (configuration not stated)	-9.9	-4.5	-11.2	-0.1	-0.2	-0.1	-6.4	-4.7	0.4%
COc1ccc(N2C(=O)CCC(C(=O)N3CCC(C(N)=O)CC3)C2c2ccc(F)cc2)cc1 (configuration not stated)	-1.0	-3.9	3.2	.	2.8	.	-3.0	-3.2	2.2%
